Compound activity from PubChem.
PP1 inh: PP1-alpha (human) inhibition in PP5 counter-screen. P62136. purified PP1alpha, OMFP fluorescence. inhibition, % at 6.7 µM. 0.9% of 320,000 active. AID 2235;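 active means inhibition above the mean inhibition of all tested compounds plus 3 SD, computed separately for each screening campaign, cut at about 15% in these data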
Target sequence (P62136 whole entry, looked up): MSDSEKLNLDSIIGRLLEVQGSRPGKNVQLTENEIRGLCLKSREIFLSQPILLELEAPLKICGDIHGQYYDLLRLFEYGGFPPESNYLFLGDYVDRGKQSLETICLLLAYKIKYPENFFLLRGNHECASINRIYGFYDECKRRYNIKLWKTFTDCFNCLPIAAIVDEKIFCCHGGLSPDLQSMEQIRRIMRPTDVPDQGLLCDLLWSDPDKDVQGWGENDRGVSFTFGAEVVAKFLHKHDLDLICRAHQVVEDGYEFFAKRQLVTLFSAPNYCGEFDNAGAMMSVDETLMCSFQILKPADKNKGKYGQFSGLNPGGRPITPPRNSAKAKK
Efflux pump mplx: blocks antifungal efflux pumps in multiplex yeast assay; S. cerevisiae Candida pump triplex, Nile Red efflux; inhibition, % at 10 µM; 0.44% of 330,000 active; AID 485275;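 active means plate passing quality check with inhibition over a set limit, or well fluorescence over plate mean plus 4 SD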;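 further: Nile Red retained in pooled yeast measured as flow cytometry median fluorescence; 0% = buffer negative control and 100% = Enniatin B positive control; higher means more Nile Red kept so more efflux inhibition; some compounds called inactive have numbers as strong as hits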
CTSL1 counter: cathepsin L1 inhibition, PFM18AAP counter-screen; 0.49% of 300,000 active; inhibition, % at 5.96 µM; recombinant F. hepatica cathepsin L1, Z-Leu-Arg-MCA fluorescence; AID 1906;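 active means inhibition above the mean of all tested compounds plus 3 SD, set per screening campaign, cut at about 17% in these data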;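 further: 0% = plate median of test compound wells and 100% = 1 µM Z-Phe-Ala-diazomethylketone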
ZTA counter: counter-screen for EBNA-1 inhibitors: inhibitors of Epstein-Barr virus ZTA; ZTA-DNA binding, fluorescence polarization; inhibition, % at 11 µM; 0.15% of 320,000 active; AID 2234; in the data active means inhibition above about 33%
PP5 primary: inhibitors of human protein phosphatase 5 (PP5). P53041. purified PP5c, OMFP substrate fluorescence. inhibition, % at 6.7 µM. 0.18% of 320,000 active;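 active means inhibition above the campaign's mean inhibition across all tested compounds plus 3 SD, cut at about 9.5% in these data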;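 further: 0% = DMSO only and 100% = 100 µM cantharidin control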
TPT1 inh: C. albicans TPT1 enzyme inhibition | recombinant caTPT1, FP RNA substrate dephosphorylation | inhibition, % at 5 µM | 0.81% of 300,000 active | AID 1962;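 active means inhibition above the mean of all tested compounds plus 3 SD, set per screening campaign, cut at about 24% in these data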;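 further: plate controls were DMSO alone for no effect and ferristatin control at 100 nM for full effect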
core dimer inh: blocks dimerization of HCV core protein. TR-FRET GST/Flag-core106 dimerization, 1536-well. inhibition, % at 5 µM. 0.33% of 300,000 active. AID 1899;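 active means inhibition above the mean of all tested compounds plus 3 SD, set per screening campaign, cut at about 45% in these data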
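Assay system: GST-tagged and Flag-tagged HCV core protein residues 1-106 / Times: compound-protein-antibody incubation 4 h at 22.5 °C / Signal: time-resolved FRET, ex 340 nm, em 617 and 671 nm / Evaluation: % inhibition based on acceptor/donor emission ratio / Benchmarks: wells lacking GST-core106 and wells with excess unlabelled core106 / Repeats: singlicate, one well per compound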
PREPL inhibitor: inhibitors of human prolyl oligopeptidase-like enzyme PREPL; recombinant PREPL, fluorescence polarization activity-based probe; inhibition, % at 5.96 µM; 0.68% of 320,000 active; AID 2751; in the data active means inhibition above about 43%;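 further: 0% = enzyme with DMSO and 100% = wells lacking enzyme; many of its hits are not listed in these tables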
Target sequence (Q4J6C6 whole entry, looked up): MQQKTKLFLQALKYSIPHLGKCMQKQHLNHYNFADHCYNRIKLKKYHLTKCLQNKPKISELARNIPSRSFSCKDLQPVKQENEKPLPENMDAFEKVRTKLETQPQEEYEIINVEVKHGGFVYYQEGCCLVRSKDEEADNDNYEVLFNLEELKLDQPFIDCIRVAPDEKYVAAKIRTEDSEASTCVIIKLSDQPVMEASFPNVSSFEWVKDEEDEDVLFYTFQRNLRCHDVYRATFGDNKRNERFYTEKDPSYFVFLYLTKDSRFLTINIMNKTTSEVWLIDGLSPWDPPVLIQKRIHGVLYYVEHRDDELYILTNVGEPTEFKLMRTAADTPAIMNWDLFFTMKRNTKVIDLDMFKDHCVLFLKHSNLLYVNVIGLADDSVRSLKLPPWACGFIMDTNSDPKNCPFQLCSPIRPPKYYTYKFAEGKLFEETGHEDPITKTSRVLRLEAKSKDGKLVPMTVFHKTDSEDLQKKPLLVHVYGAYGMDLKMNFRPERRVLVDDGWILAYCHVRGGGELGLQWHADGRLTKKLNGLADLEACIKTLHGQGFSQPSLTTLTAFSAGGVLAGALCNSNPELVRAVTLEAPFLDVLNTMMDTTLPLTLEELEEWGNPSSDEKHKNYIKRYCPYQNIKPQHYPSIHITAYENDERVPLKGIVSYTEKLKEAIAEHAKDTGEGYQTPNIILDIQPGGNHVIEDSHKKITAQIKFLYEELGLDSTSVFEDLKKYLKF
EBNA-1 inhibitor: blocks EBNA-1 binding to DNA; 0.34% of 300,000 active; AID 1950; inhibition, % at 14.8 µM; EBNA-1 DNA binding, fluorescence polarization; in the data active means inhibition above about 28%
Active calls of the source: *; . = no result given. This is a subset; count on the stated rates, not on these rows.

Compound | PREPL inhibitor | EBNA-1 inhibitor | Efflux pump mplx | PP1 inh | core dimer inh | PP5 primary | ZTA counter | TPT1 inh | CTSL1 counter
C=CCOc1ccc2c(c1)C(=NO)c1cc(OCC=C)ccc1-2 | 17 | -1 | 0.1 | 1 | 2 | 2.2 | -3 | -1 | -1
CCCNC(=S)N1CCC(C(=O)c2ccc(Cl)cc2)CC1 | -4 | -4 | 0.0 | 0 | -1 | 0.2 | 10 | -5 | 0
O=C(Nc1ccc2c(c1)Cc1ccccc1-2)c1cccnc1 | -4 | -5 | 0.0 | 7 | -4 | -0.2 | -31 | 0 | -2
Cc1ccc(S(=O)(=O)N(C)CC(=O)OCC(=O)NC(=O)NC(C)C)cc1 | 2 | 2 | -0.1 | 5 | -5 | -2.0 | 6 | -2 | -13
COc1ccc(N(C(=O)CSCC(=O)Nc2cc(C)on2)C(C(=O)NC2CCCCC2)c2ccc(O)c(O)c2)cc1 (stereo not drawn) | 18 | -7 | 0.5 | 0 | -8 | 1.0 | -1 | 2 | -2
Cc1ccc2cc(C=O)c(Cl)nc2c1 | 0 | 0 | 0.0 | -4 | 3 | -2.1 | -8 | 0 | 0
Cc1ccn2c(=O)nc(SCC(=O)N3N=C(c4cccs4)CC3c3ccc(F)cc3)nc2c1 (stereo not drawn) | 18 | -1 | 0.0 | 6 | 32 | 1.7 | -4 | 2 | 2
CCC(NC(=O)NCCCn1ccnc1)(C(F)(F)F)C(F)(F)F | 8 | -3 | 0.1 | -3 | -1 | 0.2 | 3 | 3 | -1
O=C(N/N=C/c1cc(Br)cc(Br)c1O)c1cccc(S(=O)(=O)N2CCOCC2)c1 | 8 | 5 | -0.3 | -1 | 0 | 2.0 | -1 | 48* | 0
COc1ccc2[nH]c(=O)c3c(c2c1)OC(C)(C)C=C3 | 8 | 1 | -0.2 | -2 | -11 | 2.3 | 4 | -7 | 3
CCN(C(=O)c1ccc2c(OC)n(CC)nc2c1)c1ccc(OC)cc1 | 19 | -5 | 0.1 | -4 | -10 | 5.2 | -15 | -1 | -2
CC(C(=O)Nc1c2c(cc3c1CCC3)CCC2)N1CCCC1 (stereo not drawn) | -1 | 4 | -0.1 | -1 | -1 | 2.2 | 2 | 3 | -2
O=C(Nc1ncc2c(n1)CC(c1ccco1)CC2=O)c1ccccc1 (stereo not drawn) | -2 | -20 | 0.1 | -9 | -3 | 5.6 | -14 | 2 | -1
CC(C)CCN(C(=O)c1ccc(Br)cc1)c1c(N)n(Cc2ccccc2)c(=O)[nH]c1=O | 10 | . | 0.0 | -4 | . | -0.6 | 4 | . | .
CC(C)c1ccc(NC(=O)C2CCN(c3ncnc4c3nc3n4CCCCC3)CC2)cc1 | 0 | -5 | -0.2 | 0 | -3 | 1.9 | 8 | 1 | -6
CCCC(C)C(=O)Nc1nnc(C)s1 (stereo not drawn) | 18 | 5 | -0.1 | -7 | -3 | 1.7 | 4 | -5 | 1
COCCn1c(SCC(=O)Nc2ccc(F)cc2F)nc2c([nH]c3ccccc32)c1=O | 7 | -2 | 0.3 | 4 | 14 | 4.0 | 4 | 4 | 0
Cc1n[nH]c(C)c1CN(C)C(=O)C1CCC(=O)N(CC2CCCCC2)C1 (stereo not drawn) | 7 | -9 | 0.0 | 1 | -17 | 0.9 | 5 | 6 | -1
COc1ccc(C(CCNCc2ccccc2F)c2ccc(F)cc2)cc1 (stereo not drawn) | 24 | 2 | 0.0 | 2 | -7 | 2.0 | -9 | -1 | -1
CN(C(=O)c1ccccc1)c1nccnc1C#N | -2 | 1 | 0.0 | -2 | 12 | -1.1 | -7 | -1 | -4
C[C@@H]1CCCCCCCCC(=O)OCCN1C(=O)OC(C)(C)C | -2 | . | -0.3 | -2 | . | -1.4 | 10 | . | .
CCC1CCCCN1S(=O)(=O)c1ccc(C(=O)Nc2nnc(C3=COCCO3)o2)cc1 (stereo not drawn) | 0 | -2 | 0.0 | 17* | 2 | 1.8 | 3 | 4 | 0
COCCNCc1ccc(C(C)C)cc1 | 1 | -7 | 0.1 | -8 | -13 | 1.9 | -16 | 3 | -2
O=C1OC(Nc2cc(Br)cc3cccnc23)c2ccccc21 (stereo not drawn) | 33 | 0 | -0.1 | 15 | 19 | 8.0 | 2 | -14 | 98*
Cc1ccc(C(=O)Nc2ccc(N3CCCC3)cc2)c(C)c1 | 20 | -25 | 0.4 | 4 | 5 | -0.7 | -13 | 13 | -1
CCc1ccc(NC(=O)CC2C(=O)NCCN2C(=S)Nc2ccccc2)cc1 (stereo not drawn) | 1 | 3 | 0.1 | 3 | -8 | 3.5 | 6 | 0 | 3
O=C(OCC(=O)N1CCN(c2ccccc2)CC1)c1cc(Cl)ccc1[N+](=O)[O-] | 34 | 2 | 0.0 | -2 | 0 | 1.9 | 9 | -2 | 3
COc1ccc(NC(=O)CN(C)C(=O)c2n[nH]c3ccccc23)cc1 | 13 | 13 | -0.1 | -7 | -10 | -0.9 | -3 | 0 | 3
CSc1nnc(C)c(=O)[nH]1 | 3 | -1 | 0.1 | 0 | 3 | 1.9 | 6 | 2 | 0
CCOC(=O)N1CCC(N2CCN(CCC(C)C)C(CCO)C2)CC1 (stereo not drawn) | -8 | 2 | -0.1 | -4 | -7 | 1.3 | 8 | 4 | -1

The list goes on (2 carried over from the part before).
Compound | PREPL inhibitor | EBNA-1 inhibitor | Efflux pump mplx | PP1 inh | core dimer inh | PP5 primary | ZTA counter | TPT1 inh | CTSL1 counter
CSc1nnc(C)c(=O)[nH]1 | 3 | -1 | 0.1 | 0 | 3 | 1.9 | 6 | 2 | 0
CCOC(=O)N1CCC(N2CCN(CCC(C)C)C(CCO)C2)CC1 (stereo not drawn) | -8 | 2 | -0.1 | -4 | -7 | 1.3 | 8 | 4 | -1
CC(C)CNC(=O)CN1c2cccc3cccc(c23)S1(=O)=O | 3 | -2 | -0.1 | 0 | 6 | 3.2 | -3 | 2 | -2
CC(=O)N1CCN(C(=S)Nc2cc(S(=O)(=O)N3CCOCC3)ccc2Cl)CC1 | 12 | -8 | 0.1 | -2 | -2 | -1.4 | -12 | -1 | 5
COc1cc2c(cc1OC)CN(C(=O)/C=C/c1ccc(F)cc1)CC2 | 0 | 0 | -0.3 | -1 | 5 | 1.0 | 9 | -1 | 7
COc1cccc(C2CC(c3cccc(C)c3)n3ncnc3N2)c1 (stereo not drawn) | -32 | 6 | 0.1 | 0 | 3 | 1.5 | 6 | -5 | 2
CSCCC(NC(=O)c1ccco1)c1nc2ccccc2[nH]1 (stereo not drawn) | 7 | -8 | -0.1 | -1 | 1 | 0.1 | -16 | 0 | -1
O=C(COC(=O)c1nc(Cl)ccc1Cl)Nc1ccc2[nH]c(=O)[nH]c2c1 | 1 | -3 | 0.1 | 6 | -15 | 3.2 | -2 | -3 | -8
Cc1cc([N+](=O)[O-])nn1CC(=O)Nc1c(C)n(C)n(-c2ccccc2)c1=O | -4 | -4 | -0.1 | 4 | -3 | 0.1 | -11 | -1 | 3
COc1cc(OC)cc(C(=O)NNC(=O)CCC(=O)c2cccs2)c1 | 7 | -5 | -0.1 | -2 | -1 | 0.3 | 7 | 1 | -26
O=C(Nc1ccc([N+](=O)[O-])cc1)c1ccccc1F | 22 | 9 | -0.1 | 3 | -7 | 0.2 | -5 | -9 | 3
COC(=O)c1sccc1NC(=O)c1cccc(OC)c1 | 1 | -2 | 0.2 | -2 | 11 | 5.7 | -4 | -3 | 4
CCn1ncc(NC(=S)NCCc2ccc(OC)c(OC)c2)c1C(N)=O | 16 | -12 | -0.3 | -6 | -5 | 2.2 | -7 | 0 | -3
CCN(CC)CC#CCC(O)(c1ccccc1)C1CCCC1 (stereo not drawn) | 15 | -6 | -0.2 | -5 | -2 | 4.2 | -1 | 1 | 0
O=C(Nc1ccc(F)cc1F)N1CCCCCC1 | -5 | -3 | 0.0 | 4 | 0 | -0.9 | -1 | 0 | -2
Cc1ccc(S(=O)(=O)NCC(=O)OCc2nnc(-c3ccccc3)o2)cc1C | 12 | -1 | 0.1 | 3 | 18 | 0.7 | -8 | 2 | -53
COc1ccc(OC)c(NC(=O)/C=C/c2ccccc2[N+](=O)[O-])c1 | 11 | 2 | -0.2 | 1 | 4 | 4.6 | 2 | 1 | 4
CC1CCCC(C)N1C(=O)CSc1nc2c(c(=O)n(C)c(=O)n2C)n1C (stereo not drawn) | 16 | -12 | 0.1 | -8 | -11 | -10 | -18 | 1 | 7
COc1ccc(C2=NN(C(=O)c3ccco3)C(c3cc4ccccc4nc3Cl)C2)cc1 (stereo not drawn) | -6 | -7 | 0.2 | -6 | 7 | 1.4 | -8 | -1 | 1
O=C(NC12CC3CC(CC(C3)C1)C2)c1cc([N+](=O)[O-])ccc1N1CCOCC1 | 0 | -18 | 0.4 | -3 | 3 | -2.3 | 6 | -1 | -4
Cc1ccc(S(=O)(=O)N(CC(=O)N=Nc2c(O)[nH]c3ccccc23)c2ccc(C)c(C)c2)cc1 | -10 | -7 | 0.1 | 19* | 9 | 3.9 | -5 | 6 | -1
Cc1cc(NC(=O)CSCCc2ccncc2)no1 | -3 | -1 | 0.2 | 2 | -8 | -2.2 | 5 | 4 | 1
COc1ccc2cc(/C(C)=N/NC(=S)Nc3cc(S(=O)(=O)N4CCOCC4)ccc3N3CCOCC3)ccc2c1 | 7 | 6 | -0.2 | -2 | 37 | 0.4 | 7 | 0 | 1
CC1(C)Cc2nc(NCCN3CCOCC3)c(C#N)cc2CO1 | 14 | 9 | 0.0 | 3 | 2 | 0.1 | -12 | -1 | 0
O=C(NCc1ccon1)C1CCC(=O)N(CCc2ccc(Cl)cc2)C1 (stereo not drawn) | 4 | -6 | 0.3 | -4 | -7 | -0.8 | 0 | 3 | -2
CC1CCN(S(=O)(=O)c2ccc(S(=O)(=O)NCc3ccccc3)cc2)CC1 | -2 | 7 | -0.1 | -4 | 5 | 0.6 | -2 | 1 | 1
Cc1ccc(-n2ncc3c(NCc4cccnc4)ncnc32)c(C)c1 | 2 | -1 | -0.3 | -1 | 3 | 1.9 | 4 | 2 | 1
CC1Cc2ccccc2N1C(=O)c1cnc2sccn2c1=O (stereo not drawn) | -4 | 14 | -0.1 | -1 | -3 | -0.2 | 13 | 0 | 1
COCCn1c(SCCCc2ccccc2)nc2c1c(=O)[nH]c(=O)n2C | 28 | -5 | 0.2 | -5 | 4 | -0.1 | 7 | 0 | 4
Cc1cc(C(=O)CSc2nc3ccccc3c(=O)[nH]2)c(C)n1C | 9 | 14 | -0.1 | 1 | 41 | 0.8 | 10 | -2 | 2
O=C(c1cc(Cl)c(=O)n(Cc2ccccc2)c1)N1CCOCC1 | -1 | -2 | -0.1 | -1 | -1 | -0.2 | -5 | -1 | -3
CC(=O)Nc1ccc(Oc2sc(C(=O)c3ccccc3)c(N)c2C#N)cc1 | 10 | 1 | -0.2 | 2 | -40 | 1.6 | -9 | -4 | 3
CC(C)(Oc1ccc(Cl)cc1)C(=O)NCc1ccco1 | -3 | 2 | 0.0 | 2 | 14 | 1.1 | 2 | 4 | -2
Cn1nnnc1SCC(=O)N1CCCc2ccccc21 | -3 | 6 | 0.0 | -2 | -4 | -0.1 | -7 | -1 | -4
Cc1cccc(-c2noc(-c3cc4ccccc4oc3=O)n2)c1 | 5 | 3 | 0.0 | 0 | 11 | -0.1 | -13 | -3 | 3
